IL-2 act – activates IL-2 in a cell-based reporter assay | IL-2 activation reporter assay, cell-based qHTS; stimulated with anti-CD3/CD4/CD28 beads; in transgenic mouse T cells | 360,000 compounds, 0.065% hits | AID 652025 | activation, % (series mostly up to about 46 µM); in the data active = activation above about 50%; inconclusive = mostly about 30% to 49%; also: 0% is about no effect
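Screening format: compound pinned onto unstimulated transgenic mouse T cells, 60 min incubation, then anti-CD3/anti-CD4/anti-CD28 bead stimulation for 18 hours at 37 degrees C, followed by EGFP and DsRed detection.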
HepG2 tox – kills HepG2 cells in TGF-b inhibitor counter-screen; AID 588856; Potency, µM (series often up to 46.1 µM), without a hit: top-dose activity change, negative = cytotoxicity, usual class: cytotoxic; HepG2 CAGA-GFP viability, ATP luminescence, 18 h; 410,000 compounds, 0.76% hits; also: potency is read from the fitted curve at half-maximal effect; some results filed as inactive show a strong effect at the top dose
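HepG2 CAGA-GFP cells (1000/well, DMEM with 1% FBS) received compound, then TGF-beta at 500 pg/mL final, and were incubated 18 hours at 37 degrees C. Viability was read by CellTiter-Glo luminescence. Media-only wells were set as complete cell-killing and DMSO as no toxicity.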
Nrf2 inh – blocks Nrf2 signaling | A549 ARE-Fluc reporter, luciferase luminescence, 18-24 h | Potency, µM (highest dose often 46 µM), inactives show at the highest dose activity change, negative = inhibition, usual class: inhibitors | 360,000 compounds, 2.1% hits; also: potency is read from the fitted curve at half-maximal effect; % is scaled to controls: 0 for no effect and ±100 for the full control effect; nearly all actives have a fitted effect of over 60% in size
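A549 ARE_Fluc cells (5000/well, 5% FBS OPTI-MEM) pre-incubated 2 h, then treated with compounds 18-24 h at 37C/5% CO2 in concentration-response. CellTiter-Fluor viability read first; BugLite luciferase luminescence after 15 min at room temperature gives Nrf2 activity.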
ATXN2 expr inh – inhibitors of ATXN2 expression | AID 1745845 | HEK-293 ATXN2-luciferase reporter, luminescence, 24 h | 360,000 compounds, 0.72% hits | Potency, µM (doses to about 57 µM), for inactives: at the highest dose activity change, negative = inhibition, most hits filed as inhibitors; also: potency is read from the fitted curve at half-maximal effect; % is scaled to controls: 0 for no effect and ±100 for the full control effect; nearly all actives have a fitted effect of over 55% in size
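ATXN2-luciferase reporter cells (luciferase flanked by upstream and downstream ATXN2 gene portions) were treated 24 h at 37 °C with compounds at up to 57 uM. SteadyGlo luminescence gave expression; GF-AFC fluorescence gave viability.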
TGFb SMAD3 inh – inhibitors of TGF-b signaling; Potency, µM (top dose mostly 46.1 µM), for the others: at the highest dose activity, negative = inhibition, hits mostly inhibitors; 410,000 compounds, 1.2% hits; HepG2 CAGA-GFP TGF-b/SMAD3 reporter, GFP fluorescence, 18 h; TGF-beta stimulated, 500 pg/mL final; also: potency is read from the fitted curve at half-maximal effect; % is scaled to controls: 0 for no effect and ±100 for the full control effect; nearly all actives have a fitted effect of over 65% in size
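HEPG2 CAGA-GFP cells (1000/well, DMEM with 1% FBS) were pre-incubated 2 h at 37 degrees C, given compound by pin tool, then stimulated with TGF-beta at 500 pg/mL final for 18 h before per-cell GFP fluorescence imaging.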
Nrf2 activator – activates Nrf2 signaling; AID 624171; AREc32 ARE-luciferase reporter (MCF7-derived line), luminescence, 24 h; 410,000 compounds, 0.31% hits; Potency, µM (doses to about 46.1 µM), for inactives: top-dose activation, most hits filed as activators; also: potency is read from the fitted curve at half-maximal effect; % of control where 0% means no effect; nearly all actives have a fitted effect of over 65% in size
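Reporter line AREc32 (ARE-Fluc), seeded overnight in OPTI-MEM with 5% FBS; compound pin-transferred, 24 hr at 37 deg C, 5% CO2; luminescent read-out.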
S2 tox – reduces viability in counter-screen for ATXN expression inhibitors; S2 cells (HEK-293 line with an ATXN2-luciferase reporter) viability, CellTiter-Fluor protease fluorescence, 24 h; Potency, µM (highest dose often 56.7 µM), most hits filed as cytotoxic; 400,000 compounds, 0.49% hits; AID 651635; also: potency is read from the fitted curve at half-maximal effect; nearly all actives have a fitted effect of over 40% in size
A549 viability – counter-screen for Nrf2 inhibitors: cytotoxicity in A549 cells. A549 ARE-Fluc cells, CellTiter-Fluor viability, 18-24 h. Potency, µM (titrated, usually from 46 µM), for the others: at the highest dose activity change, negative = cytotoxicity, usual class: inhibitors. 390,000 compounds, 0.16% hits. AID 504648; also: potency is read from the fitted curve at half-maximal effect; % is scaled to controls: 0 for no effect and ±100 for the full control effect
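A549 ARE_Fluc cells in 5% FBS OPTI-MEM were exposed to compounds in concentration-response for 18-24 h at 37 deg C. Viability was read by CellTiter-Fluor fluorescence (Ex 405/Em 525) after 30 min, before the luciferase read.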
EPAC2 agonist – agonists of human EPAC2 (RAPGEF4); Q8WZA2; EPAC2 activation, biochemical qHTS; response scale: 100% = 6.5 mM cAMP response; Potency, µM (series often up to 154 µM), without a hit: at the highest dose activation, actives largely listed as activators; 360,000 compounds, 0.079% hits; AID 720711; also: potency is read from the fitted curve at half-maximal effect; nearly all actives have a fitted effect of over 50% in size
Target sequence (Q8WZA2 whole entry, looked up): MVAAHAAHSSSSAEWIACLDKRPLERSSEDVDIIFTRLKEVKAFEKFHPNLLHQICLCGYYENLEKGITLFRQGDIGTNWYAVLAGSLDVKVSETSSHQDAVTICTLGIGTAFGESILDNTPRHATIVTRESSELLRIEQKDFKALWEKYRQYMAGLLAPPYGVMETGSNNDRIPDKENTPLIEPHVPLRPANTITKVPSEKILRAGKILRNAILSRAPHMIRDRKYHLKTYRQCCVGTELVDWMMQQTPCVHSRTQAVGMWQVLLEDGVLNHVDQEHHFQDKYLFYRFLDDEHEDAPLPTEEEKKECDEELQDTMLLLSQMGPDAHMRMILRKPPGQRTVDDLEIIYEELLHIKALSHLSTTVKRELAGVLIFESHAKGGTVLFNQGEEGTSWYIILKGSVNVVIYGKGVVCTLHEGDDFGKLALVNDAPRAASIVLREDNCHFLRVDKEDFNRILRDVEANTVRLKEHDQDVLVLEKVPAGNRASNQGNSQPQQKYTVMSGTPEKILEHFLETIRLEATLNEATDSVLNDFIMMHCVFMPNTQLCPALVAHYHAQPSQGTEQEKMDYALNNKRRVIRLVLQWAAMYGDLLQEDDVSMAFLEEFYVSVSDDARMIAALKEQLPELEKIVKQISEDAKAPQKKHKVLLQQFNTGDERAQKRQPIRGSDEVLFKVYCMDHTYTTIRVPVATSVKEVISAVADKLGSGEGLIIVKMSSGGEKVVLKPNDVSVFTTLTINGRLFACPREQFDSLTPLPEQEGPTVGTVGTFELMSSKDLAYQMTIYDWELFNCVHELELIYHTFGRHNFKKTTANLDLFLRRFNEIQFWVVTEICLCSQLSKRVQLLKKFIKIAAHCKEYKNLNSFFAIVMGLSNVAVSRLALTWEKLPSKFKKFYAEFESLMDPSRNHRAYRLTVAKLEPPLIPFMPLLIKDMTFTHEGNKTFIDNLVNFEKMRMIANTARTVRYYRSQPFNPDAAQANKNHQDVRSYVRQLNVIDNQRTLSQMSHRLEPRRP
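qHTS, titration series. 100 nM EPAC2 / 250 nM Rap1B-BODIPY-GDP / 50 uM GDP; RT; ex 480/em 540 nm, 5-min reads to 30 min. Norm. to 6.5 mM cAMP = activation.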
* = called active by the depositor; i = inactive; ? = inconclusive; · = not tested or not shown; [ ] = dose if it differs, or a comment. Unless noted, calls follow the shape of the dose curve; as a rule, active = well fitted curve in the direction sought with a large enough effect; inconclusive = small, poorly fitted or top-dose-only effect, or another doubt; inactive = no such curve, though single readings can be large; an effect the other way counts as inactive or inconclusive.

SMILES | IL-2 act | HepG2 tox | Nrf2 inh | ATXN2 expr inh | TGFb SMAD3 inh | Nrf2 activator | S2 tox | A549 viability | EPAC2 agonist
O=c1c2ccccc2nc(-c2ccc(Br)cc2)n1Cc1ccccc1 | 0.2 | 5% | ? | -6% | ? | 0.4% | ? | ? | 5%
CCN(CC)CCCC(C)NC(=O)c1cccc(S(=O)(=O)N2CCc3ccccc32)c1 (stereo not drawn) | -0.2 | -3% | -10% | -20% | -5% | 0.4% | i | -9% | 11%
CCCCCCn1cnc2c(c1=O)c1nc3ccccc3nc1n2Cc1cccs1 | -0.3 | -5% | 1% | -4% | ? | -0.7% | i | -4% | -10%
O=C(COC(=O)c1ccc(O)cc1)NCCC1=CCCCC1 | -2.8 | 4% | 5% | · | 8% | -0.3% | i | -6% | -2%
Cc1ccc(NC(=O)C=NOCC(=O)Nc2cc(C)cc(C)c2)cc1 | -0.5 | -41% | 3% | -4% | -23% | 0.8% | i | -9% | -11%
CC(CNC(=O)c1ccc(CSc2nc3ccncc3n2Cc2cccc(F)c2)cc1)c1ccccc1 (stereo not drawn) | · | -20% | ? | -34% | 10µM* | 0.8% | ? | ? | ·
O=C(OCc1cn([C@H]2CN(Cc3cccs3)[C@@H](c3ccc(Cl)cc3)C[C@@H]2O)nn1)c1ccccc1 | -2.3 | -10% | · | 10% | -14% | -0.5% | i | · | 13%
CCOC(=O)N1CCN(c2ccc(C(=O)c3cccc(F)c3)cc2)CC1 | -0.9 | -51% | ? | -2% | ? | 5.6% | i | -24% | -18%
O=C(O)CSc1nnc(-c2ccc(Cl)cc2Cl)n1-c1ccc(Br)cc1 | -0.9 | 2% | 1% | 2% | 1% | -0.2% | i | -2% | 1%
CCCCOC(=O)CSc1ncnc2sc3c(c12)CCC(C)C3 (stereo not drawn) | · | -23% | 13% | 10% | 1% | -0.4% | i | 10% | ·
NS(=O)(=O)c1ccc(CCNC(=O)CSc2nc3ccccc3c(=O)n2CCC(=O)N2CCCCC2)cc1 | 0.7 | -20% | -1% | -12% | -10% | -0.2% | i | -3% | 9%
CCCCN(C)CCNC(=O)c1c2c(nc3ccccc13)C(=O)N(C1CCCCC1)C2 | · | -16% | 9% | · | 29% | 0.0% | · | -9% | ·
O=c1c(/C=C(\O)c2ccccc2)nc2ccccc2n1-c1ccccc1 | 89* | 1% | · | 19% | 19% | 0.4% | i | 5% | 100µM*
CCC(=O)c1ccccc1OCC(=O)Nc1c(C)cccc1C | 5.5 | -7% | 14% | -23% | 0% | 2.9% | i | 0% | 0%
COc1ccc(C)cc1NC(=O)NCc1ccccc1F | 0.2 | 0% | -2% | -16% | 0% | 2.7% | i | 2% | -3%
CC(=O)Nc1ccc(C(=O)CSc2nc3ccccc3n2CC(=O)N2CCCC2)cc1 | -1.5 | 5% | · | 6% | 0% | 0.5% | ? | -6% | -2%
O=C(NCc1ccc(Cl)cc1)C1=Cc2cc(Cl)ccc2OC1 | -2.0 | -24% | -30% | -15% | -7% | 0.1% | i | -2% | 20%
Cc1ccc(NC(=O)Cn2cc(C(=O)c3ccco3)c3ccccc32)c(C)c1 | · | -35% | · | · | ? | -0.5% | · | -13% | ·
O=C1c2cc(S(=O)(=O)N3CCOCC3)ccc2-c2ccc(S(=O)(=O)N3CCOCC3)cc21 | · | 3% | 11% | · | -2% | · | · | -1% | ·
Cc1ccc(CNC(=O)c2ccc(-c3nc(CN4CCc5ccccc54)c(C)o3)cc2)cc1 | · | 6% | · | 1% | 2% | -0.6% | i | 4% | ·
COc1ccc(CN2CCSc3sccc3C2=O)cc1 | 0.2 | -4% | -20% | · | -6% | 0.1% | i | 9% | 5%
COc1ccc(NC(=O)c2nc[nH]c2C(=O)N[C@@H](C)c2ccccc2)cc1 | -0.1 | 1% | ? | -1% | ? | -1.7% | i | -4% | 3%
CN(Cc1ccccc1)c1ccc(C(CC(N)=O)NC(=O)Cc2ccc(Br)cc2)cc1[N+](=O)[O-] (stereo not drawn) | 1.0 | -69% | -13% | ? | ? | -1.2% | · | 0% | -4%
O=C(O)c1cc([N+](=O)[O-])c(NCc2cccnc2)c([N+](=O)[O-])c1 | -0.9 | 5% | -19% | -4% | 4% | 0.0% | i | -17% | 4%
CCOC(=O)N1CCN(C(=O)Cn2ncc3ccccc32)CC1 | -0.8 | -2% | 13% | 10% | 1% | -0.5% | i | -4% | 4%
O=C(N/N=C/c1ccncc1)c1nc(-c2ccccc2)n2c1CCCCC2 | -3.3 | 2% | ? | -8% | 0% | 2.6% | i | · | -2%
COC(=O)CSc1ncc2c(n1)-c1ccccc1N(Cc1ccccc1C)S2(=O)=O | · | -3% | ? | 10% | 24% | -0.5% | i | 12% | ·
O=C(NNS(=O)(=O)c1ccc([N+](=O)[O-])cc1)c1ccncc1 | 1.0 | 0% | ? | -15% | -1% | -1.0% | i | 1% | 12%
O=C(c1ccc([N+](=O)[O-])o1)N1CCN(c2nc3c(F)cc(F)cc3s2)CC1 | 0.6 | 24% | 0% | ? | ? | ? | ? | -14% | 9%
CC(C)(C)CN1C(=O)C(=O)NC[C@@H]1Cc1ccc(O)cc1 | -0.1 | -2% | 10% | 9% | -3% | 0.5% | i | -1% | 3%
COc1cc2c(cc1OC)CN(C(=O)C1CCCN1S(=O)(=O)c1ccc(F)cc1)CC2 (stereo not drawn) | -0.6 | 2% | 5% | -2% | 0% | -0.8% | i | 2% | 10%
COc1ccc(C(=O)NC(=S)NC(C)c2ccccc2)cc1 (stereo not drawn) | 0.4 | 17% | 0% | 24% | -12% | 3.6% | i | 0% | 12%
O=C(CNC(=O)c1cccs1)N/N=C/c1ccco1 | 2.3 | -3% | 1% | · | -3% | -0.4% | i | 7% | 6%
Cc1onc(-c2ccccc2)c1C(=O)N/N=C/c1ccc([N+](=O)[O-])s1 | 0.9 | 10µM* | ? | ? | ? | -0.2% | i | ? | 1%
CCn1cc(CN2CCCC(CO)(Cc3ccc(F)cc3)C2)c2ccccc21 (stereo not drawn) | -1.6 | -45% | 0% | ? | ? | 5.6% | i | -1% | 7%
CN1CCN(/N=C/c2ccc(-c3ccc([N+](=O)[O-])cc3)o2)CC1 | 1.2 | -13% | -17% | · | 4% | 16% | i | 0% | 0%
COc1ccc2nc(SCC(=O)Nc3ccc4sc(C)nc4c3)c(C#N)cc2c1 | -1.4 | -4% | ? | -11% | ? | 4.4% | i | ? | 4%
CCCCn1c(=O)[nH]c(=O)c2c1nc(-c1ccc(-c3ccccc3Br)o1)n2CCOC | -0.3 | 14% | -21% | -17% | 20% | 3.7% | i | -2% | 0%[15.6 µM]
O=C(O)c1ccc(/C=N/Nc2nc(N3CCCCC3)nc(N3CCCCC3)n2)cc1 | 3.3 | 22% | -5% | 11% | 5% | 0.4% | i | 4% | -1%
CSc1ncccc1C(=O)OCc1ccccc1Cl | 0.2 | -12% | 5% | 51%[activator] | 8% | 2.5% | i | 19% | 22%

3 compounds from above, sorted by their value in TGFb SMAD3 inh, largest number first.
compound	TGFb SMAD3 inh
CN1CCN(/N=C/c2ccc(-c3ccc([N+](=O)[O-])cc3)o2)CC1	4%
Cc1ccc(CNC(=O)c2ccc(-c3nc(CN4CCc5ccccc54)c(C)o3)cc2)cc1	2%
CCN(CC)CCCC(C)NC(=O)c1cccc(S(=O)(=O)N2CCc3ccccc32)c1 (stereo not drawn)	-5%

(more compounds)
SMILES | IL-2 act | HepG2 tox | Nrf2 inh | ATXN2 expr inh | TGFb SMAD3 inh | Nrf2 activator | S2 tox | A549 viability | EPAC2 agonist
CCN1C(=O)[C@H]2[C@@H](c3ccc(C)cc3)N[C@]3(CCCN(Cc4ccco4)C3=O)[C@H]2C1=O | 2.3 | -50% | · | -12% | -5% | 0.7% | i | · | 12%
COCC(C)NC(=O)c1ccc(-n2nc(C(F)(F)F)cc2-c2cccs2)cc1 (stereo not drawn) | -1.9 | -10% | -12% | -20% | -4% | 0.1% | i | 2% | -6%
COc1ccccc1C(=O)Nc1ccccn1 | -1.5 | 3% | · | 7% | 33% | 11µM* | i | 11% | -2%
COc1ccc(NC(=S)Nc2ccc(OC)cc2OC)c(OC)c1 | -0.1 | 7% | 3% | 4% | 0% | 0.1% | i | -2% | -2%
O=[N+]([O-])c1cccc(-c2nc(NCc3ccccc3)c3ccccc3n2)c1 | -5.1 | -20% | -6% | -7% | -22% | 7.1% | i | -10% | 6%
CCN=C1NN=C(c2ccc(C)cc2)CS1 | -1.8 | -16% | ? | -26% | -20% | 5.6% | i | 1% | 5%
CCCN1C2=NS(=O)(=O)CCN2c2ccccc21 | -0.5 | -2% | · | -23% | 10% | -0.3% | i | -1% | 6%
Cc1ccc(S(=O)(=O)Nc2cc3c(cc2NCc2ccccc2)n(C)c(=O)n3C)c(C)c1 | · | -43% | 12% | 48%[activator] | 6% | ? | ? | -4% | ·
CCOC1OC(=O)C(Cl)=C1Nc1ccccc1C (stereo not drawn) | -4.8 | 1% | -6% | -1% | 3% | 0.0% | i | -1% | 6%
N#CCn1cc(/C=N/NC(=O)c2cc3c(ccc4ccccc43)o2)c2ccccc21 | -1.2 | -1% | -15% | -28% | 3% | 0.3% | i | -16% | 5%
CCOC(=O)Cc1nc(-c2ccc(Cl)cc2)n[nH]1 | 5.5 | -178% | 23% | 42%[activator] | -9% | 2.5% | i | 0% | 5%
O=C(CSc1nnc(NC2CCCCC2)s1)NCc1ccco1 | -0.1 | -1% | ? | -15% | 1% | 3.5% | i | 1% | 2%
Cc1[nH]cnc1CSCc1ccc(F)cc1 | -1.9 | -11% | 6% | 9% | -1% | 0.1% | i | -25% | 7%

Bioassay records as filed in PubChem BioAssay.
